Polio RdRp inh – poliovirus RNA polymerase inhibition; P03300; poliovirus polymerase elongation, fluorescence polarization; hits give low values; % elongation, % (compound at 16.7 µg/mL); actives 0.66% (n = 150,000); AID 588519; in the data active = % elongation below about 90%; note: some results filed as inactive read as strong as hits
Target sequence (P03300 1749-2209 limits assumed): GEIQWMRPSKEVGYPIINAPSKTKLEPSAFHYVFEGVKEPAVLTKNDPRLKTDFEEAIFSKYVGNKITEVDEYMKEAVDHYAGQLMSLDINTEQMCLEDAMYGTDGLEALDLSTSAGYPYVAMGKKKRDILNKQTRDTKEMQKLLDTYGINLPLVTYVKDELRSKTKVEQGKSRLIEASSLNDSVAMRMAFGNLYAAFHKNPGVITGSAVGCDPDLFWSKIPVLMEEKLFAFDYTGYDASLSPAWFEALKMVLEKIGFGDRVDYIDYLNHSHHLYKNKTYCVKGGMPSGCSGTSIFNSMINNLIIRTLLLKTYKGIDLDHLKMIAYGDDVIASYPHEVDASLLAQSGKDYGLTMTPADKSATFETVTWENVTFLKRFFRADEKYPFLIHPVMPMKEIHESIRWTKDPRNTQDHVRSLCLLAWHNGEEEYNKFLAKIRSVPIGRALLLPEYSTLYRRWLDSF
Polio RdRp inh FP z-score – second read-out of Polio RdRp inh, no call of its own (marks repeat the call); z-score; measured here: FP z-score; hits read low
* = called active by the depositor; & = joins results of further samples. This is a subset; count on the stated rates, not on these rows.

Value order – Polio RdRp inh | Polio RdRp inh FP z-score
> Nc1nc(-c2cccnc2)nc2c1c(=O)oc1ccccc12
  106 | 0.4
> CSc1nc(C)c(CCC(=O)OCC(N)=O)c(C)n1
  101 | -0.1
> Cc1cc(C(F)(F)F)nn1CC(=O)O
  100 | -0.6
> Cc1cccc(NC(=O)NC2COc3ccccc3C2)c1C (stereo not given)
  104 | -0.3
> Cc1cccc(C(=O)N2CCC(N3CCN(Cc4ccc(F)cc4)C(=O)C3=O)CC2)c1
  100 | -1.4
> Cc1nn(C)c(C)c1S(=O)(=O)N(CC(=O)N1CCN(c2ccccc2)CC1)c1ccc(C(C)C)cc1
  106 | 0.1
> COc1ccc(Cl)cc1NC(=O)CN(C)S(=O)(=O)c1ccc(Br)s1
  102 | -1.7
> NC1=NC(c2cccc(Cl)c2)n2c(nc3ccccc32)N1 (stereo not given)
  105 | 0.2
> NS(=O)(=O)c1ccc(CNS(=O)(=O)c2ccccc2)cc1
  102 | -0.2
> S=C1CCc2ccccc2N1Cc1ccccc1
  106 | 0.4
> CCCNC(=O)CN1CCN(c2cc3ccccc3c(Cl)n2)CC1
  102 | -0.1
> CCN1CCCC1CNC(=O)c1nnc(Cc2cccc(F)c2)o1 (stereo not given)
  106 | 1.2
> Nc1ccccc1C(=O)NC12CC3CC(CC(C3)C1)C2
  102 | 0.2
> COc1ccc(-c2c(C)nn3c4c(cnc23)C(=O)CC(c2ccc(C)cc2)C4)cc1 (stereo not given)
  104 | -0.1
> COc1ccc(S(=O)(=O)NNc2ncnc3sc4c(c23)CCCC4)cc1
  102 | 0.3
> Cc1ccc(NC(=O)CSc2nc3ccc(NC(=O)COc4ccc(C)cc4)cc3s2)cc1
  109 | 0.6
> Cc1ccnc(NS(=O)(=O)c2ccc(N3C(=O)Nc4ccccc4N3O)cc2)c1
  101 | -0.3
> O=C(CSc1nc2c(c(=O)[nH]1)CCC2)Nc1cc(C(F)(F)F)ccc1Cl
  109 | 0.4
> NCCCN1CCCCC1
  105 | 1.1
> O=C1CN(O)C=C2N=c3ccccc3=C2N1c1ccccc1
  105 | 0.6
> COc1cc(Cl)c(C)cc1NC(=O)c1sc2nc3n(c(=O)c2c1C)CCCCC3
  109 | 0.5
> O=C(O)c1ccc(-c2nn[nH]n2)cc1
  101 | -0.3
> Cc1ccc2oc(-c3ccc(NC(=O)c4oc5ccc(Cl)cc5c4C)cc3)nc2c1
  104 | 0.3
> O=c1c2ccccc2nnn1CSc1nc2cc(Cl)ccc2c(=O)n1C1CCCC1
  105 | -0.1
> O=C(Nc1c[nH]c2ccccc2c1=O)NC1CCCC1
  100 | -1.3
> COC(=O)c1cc(CSc2nc3ccccc3[nH]2)ccc1O
  101 | 0.1
> O=C(OCC(=O)N1c2ccccc2Sc2ccccc21)c1cnccn1
  102 | -0.3
> C=COC(=O)c1sc2nc(C)cc(C)c2c1N
  105 | 0.3
> CC(=O)OC1CCC2OC1CCC2OC(C)=O (stereo not given)
  100 | -0.2
> COc1ccc2nc(N=NC3=C(O)CC(C)(C)CC3=O)sc2c1
  100 | 0
> CC(C)NC(=O)C1CCCN1C(=O)Nc1ccccc1 (stereo not given)
  100 | -0.7
> Cc1oc(-c2ccccc2)nc1C(=O)OCC(=O)c1ccc(Cl)cc1
  106 | 0.5
> CC(C)(C)OC(=O)CSc1nnc(-c2cc(Cl)ccc2Cl)n1N
  103 | 0
> C#CCOc1ccc(C2C(C(=O)OC)=C(C)NC3=C2C(=O)c2ccccc23)cc1OCC (stereo not given)
  104 | -1
> CCOc1ccc(NC(=O)CN2C(=O)C3(SCC(=O)N3c3ccc(F)cc3)c3ccccc32)cc1 (stereo not given)
  109 | 0.4
> Cc1ccc(CNC(=O)CCCN2C(=O)CCn3nc(-c4cn(C)c5ccccc45)cc32)cc1
  101 | -1.4
> CS(=O)(=O)NCCc1ccc(C(=O)O)cc1
  96 | -1
> O=C(N/N=C/c1c[nH]c2ccc(Br)cc12)C1CC1
  102 | 0.6
> CCOC(=O)c1cc(-c2ccccc2)n(CCC(=O)NCCc2ccc(OC)c(OC)c2)c1C
  102 | -0.3
> C=CCn1c2nc3ccccc3nc2c2c(=O)n(Cc3ccc4c(c3)OCO4)cnc21
  108 | 0.1
> Cn1c(-c2ccccc2)cnc1NCc1ccc(Br)cc1
  100 | -0.2
> O=S(=O)(NCCc1nc2ccccc2[nH]1)c1ccccc1
  102 | 0
> CCCNS(=O)(=O)c1cc(OC)ccc1OC
  101 | -0.1
> O=C(O)COCC(=O)Nc1ccc(-n2cnnn2)cc1
  101 | -0.6
> Cc1[nH]n(-c2ccc(Cl)cc2)c(=O)c1C(=O)c1ccccc1
  105 | 0.9
> OC1CCN(CCc2ccccc2)CC1
  101 | 0.3
> O=c1[nH]c2ccccc2c(=O)n1CCNCc1ccccc1
  106 | 0.2
> COc1ccc(-c2noc(N(CCC#N)c3ccccc3)n2)cc1
  105 | 1.3
> CCOC(=O)c1ccc(NC(=O)CC2NCCNC2=O)cc1 (stereo not given)
  103 | 0
> Cc1ccc(Cn2cccc(C(=O)Nc3ccc4c(c3)OCO4)c2=O)cc1
  107 | 0.2
> Cc1nc2cc(N)ccc2n1-c1ccccc1
  101 | 0
> COc1ccc(-c2c(C)nn3c(C(F)(F)F)cc(-c4ccccc4)nc23)cc1
  103 | -0.7
> O=C1Cc2cc(S(=O)(=O)NC3CCCCC3)ccc2N1
  100 | -0.4
> CCCNS(=O)(=O)c1ccc2c(c1)oc(=O)n2CC(=O)OCC
  102 | 0.1
> C=CCSc1n[nH]c(C(C)(C)C)n1
  102 | -0.5
> CC(C)c1ccc(NC(=O)C2CCCN(S(=O)(=O)c3ccc4[nH]c(=O)oc4c3)C2)cc1 (stereo not given)
  104 | -0.6
> CCCc1cc(=O)[nH]c(SCc2nc(-c3ccc(OC)cc3)no2)n1
  104 | -0.8
> O=C(Nc1ncn[nH]1)C1CCN(S(=O)(=O)c2ccc(Cl)cc2)CC1
  101 | -0.5
> COc1ccc(CCNC(=O)CCc2c(C)c3cc4c(C)c(C)oc4cc3oc2=O)cc1OC
  114 | 1.4
> Cn1c(=O)cc(SCC(=O)NCCCN2CCN(c3ccccc3F)CC2)c2ccccc21
  100 | -0.9

Next part; the last 2 above are carried over.
Value order – Polio RdRp inh | Polio RdRp inh FP z-score
> COc1ccc(CCNC(=O)CCc2c(C)c3cc4c(C)c(C)oc4cc3oc2=O)cc1OC
  114 | 1.4
> Cn1c(=O)cc(SCC(=O)NCCCN2CCN(c3ccccc3F)CC2)c2ccccc21
  100 | -0.9
> O=C(Nc1ccc2c(c1)OCO2)c1cc(S(=O)(=O)N2CCN(c3ccccc3)CC2)ccc1Cl
  103 | 0
> COc1ccc(CC2C(=O)Nc3ccc(Br)cc32)cc1OC (stereo not given)
  107 | 0.4
> O=C(Nc1ccc(Br)cc1F)N1CCC2(CC1)Oc1ccccc1C(=O)N2Cc1ccccc1F
  112 | 0.4
> Cc1ccc(CN2CCCn3nc(C(=O)NCc4ccc(N(C)C)cc4)cc3C2=O)cc1
  112 | 1.2
> COc1ccc(N2CCN(C(c3ccccc3)c3sc4nc(-c5ccco5)nn4c3O)CC2)cc1 (stereo not given)
  105 | -0.2
> O=C1CC(N2CCCc3ccccc32)C(=O)N1c1ccc(Br)cc1F (stereo not given)
  102 | 0.6
> COc1ccc(NC(=O)CSC2=Nc3ccccc3C3=NC(CC(=O)NCc4ccc(F)cc4)C(=O)N23)cc1 (stereo not given)
  109 | 0.4
> O=C1CCCC/C1=C/Nc1ccc(N/C=C2/CCCCC2=O)cc1
  99 | -0.5
> CC1=C(C(N)=O)C(c2ccco2)C(C#N)=C(SCC(N)=O)N1 (stereo not given)
  101 | 0.1
> Cc1cnc(NC(=O)[C@@H](NC(=O)c2ccccc2F)C(C)C)s1
  105 | 0.1
> O=C(Cn1c(=O)oc2ccccc21)NCCc1ccccc1
  102 | 0.2
> CCOC(=O)c1ccc(NC(=O)CN2C(=O)c3cccnc3Sc3ccccc32)cc1
  106 | 0
> Cc1cc(NC(=O)c2ccccc2OCc2ccccc2)no1
  101 | -0.4
> CC1CCCCN1Cc1c(O)ccc2c(=O)c(-c3ccc(Cl)cc3)coc12 (stereo not given)
  101 | -0.7
> N#Cc1ccccc1OCC(=O)OCc1ccccc1F
  102 | 0
> CCOC(=O)c1cc(-c2ccc(OC)cc2)n(CCC(=O)N2CCc3ccccc32)c1C
  99 | -0.8
> COc1ccccc1CNS(=O)(=O)Cc1ccccc1
  102 | -0.2
> CC(C)=NNC1=NC(C)(C)Cc2ccccc21
  100 | -0.3
> CN(C(=O)c1cc2nc(-c3ccc4c(c3)OCO4)cc(C(F)(F)F)n2n1)c1ccc(OC(F)(F)F)cc1
  105 | 0.3
> CCN(CCCNC(=O)c1nn(-c2ccc(OC)c(Cl)c2)c(=O)c2c1c1ccccc1n2C)c1ccccc1
  102 | -0.2
> O=C1Nc2ccccc2/C1=C\C1=Cc2ccccc2OC1
  102 | 0.1
> CCOC(=O)CN1C(=O)C2(OCCCO2)c2ccccc21
  102 | 0.1
> CCN(CC)c1ccc(C=Nc2ccc(Br)cc2)cc1
  106 | 0.3
> CCCNc1sc(S(=O)(=O)CC)nc1S(=O)(=O)c1ccc(C)cc1
  99 | -0.9
> O=C(c1[nH]c2ccccc2c1Sc1ccc(Cl)cc1)N1CCCC1
  99 | -1.2
> CC(C)(C)c1ccc(S(=O)(=O)NCc2nc3cccnc3n2Cc2ccccc2Cl)cc1
  104 | -0.8
> COc1ccc(CNC(=O)CCCN2C(=O)COc3ccc(C)cc32)cc1
  109 | -0.2
> CCSc1nc2c(c(=O)n1C)SCC2
  101 | -0.2
> O=C(c1cccc(Cl)c1)N1CCC(c2nc3ccccc3o2)CC1
  107 | 0.4
> O=C(OCc1nnc(-c2ccccc2)o1)C1CC(=O)N(c2ccccc2)C1 (stereo not given)
  101 | -0.2
> Cc1nn(-c2ccc(Cl)cc2)c2sc(C(=O)OCC(N)=O)cc12
  101 | 0
> C#Cc1ccc(C#C)cc1
  100 | -0.4
> Cc1cccc(N2C(=O)C(CC(=O)Nc3cccc(F)c3)N(Cc3cccs3)C2=O)c1 (stereo not given)
  129 | 4.9
> Cn1c(=O)c2cc(C(=O)Nc3cccc(C(F)(F)F)c3)sc2c2ccccc21
  102 | 0.1
> CCc1cccc(C)c1NC(=O)NC1COc2ccccc2C1 (stereo not given)
  107 | 0.2
> NC(=O)C1Cc2ccccc2CN1 (stereo not given)
  98 | -1
> CCc1ccc(NC(=O)CN2C(=O)CC(C)Sc3ccccc32)cc1 (stereo not given)
  101 | -0.4
> O=C(Nc1cc(C(F)(F)F)ccc1Cl)c1cc(S(=O)(=O)NCc2ccccc2)ccc1F
  106 | -0.3
> COC(=O)Cc1[nH]n(-c2nc3ccccc3s2)c(=O)c1C=Nc1ccc(C)cc1
  100 | -0.2
> O=C(CCc1ccccc1O)N1CCN(S(=O)(=O)/C=C/c2ccccc2)CC1
  104 | 0.2
> CCc1ccccc1NC(=O)CSCc1cnn(-c2ccccc2)c1-n1cccc1
  114 | 1.3
> CC(CC(=O)NCC1(N(C)C)CCCCC1)c1ccccc1 (stereo not given)
  100 | -0.2
> Cc1ccc(OCC(=O)OCc2cc(=O)n3ccsc3n2)cc1C
  112 | 1.1
> COc1cccc(NC(=O)CN(C)C(=O)c2ccccn2)c1
  102 | -0.1
> Cc1ccc(NC(=O)C2Cc3ccccc3O/C2=N\O)cc1C (stereo not given)
  102 | 0.1
> CCOC(=O)c1ccc(Nc2c(-c3cccc(O)c3)nc3nc[nH]n23)cc1
  112 | 1
> O=C(CCCc1c[nH]c2ccccc12)Nc1nnc(-c2ccc(Cl)cc2)o1
  102 | -0.1
> O=C(c1ccccc1)N1CCN=C1SCc1ccccc1
  101 | -0.7
> O=C(OCc1cccc2ccccc12)C1CCN(c2nc3ccccc3o2)CC1
  107 | 0.5
> Cc1ccc(S(=O)(=O)N2CCN(c3ncnc4sccc34)CC2)cc1C
  104 | 0.1
> O=C(c1ccccc1)N(Cc1ccco1)Cc1cccs1
  105 | -0.2
> Cc1ccc(S(=O)(=O)CC(N)=O)cc1
  102 | 0.4
> CC(=O)Oc1ccc2occ(C(=O)c3ccc(F)cc3)c2c1
  103 | 0
> COc1ccccc1-c1noc(-c2ccc(NC3CCCCC3)c([N+](=O)[O-])c2)n1
  107 | -0.3
> COc1ccccc1NC(=O)CN1CCN(C/C=C/c2ccccc2)CC1
  99 | -1.4
> O=C1N(Cc2ccccc2)c2ccccc2C1(O)c1c[nH]c2ccccc12 (stereo not given)
  106 | 0.5
> O=C(CN1CCOCC1)Nc1nc2ccc(Cl)cc2s1
  103 | 0.3
> COC(=O)c1sccc1S(=O)(=O)N(CC(=O)Nc1ccccc1)c1ccccc1
  104 | 0.2
> CCCn1c2ccc(F)cc2c2nnc(SCCN(CC)CC)nc21
  104&99 | -0.1&-0.5
> COc1ccc(C(=O)CNc2ccccc2CO)cc1
  103 | 0.5
> CCOC(=O)c1sc(NC(=O)c2cc(C(C)C)on2)c(C(=O)OCC)c1C
  101 | -0.1

Full records from above:
Record of CS(=O)(=O)NCCc1ccc(C(=O)O)cc1 = Polio RdRp inh = 96; Polio RdRp inh FP z-score = -1
Record of O=C1CCCC/C1=C/Nc1ccc(N/C=C2/CCCCC2=O)cc1 = Polio RdRp inh = 99; Polio RdRp inh FP z-score = -0.5
Record of CC(CC(=O)NCC1(N(C)C)CCCCC1)c1ccccc1 (stereo not given) = Polio RdRp inh = 100; Polio RdRp inh FP z-score = -0.2

Screening data as filed in PubChem BioAssay.
